TEAD-YAP block – TEAD-YAP interaction inhibition | HEK-TIYL cells, TEAD-Gal4/YAP UAS-luciferase luminescence | inhibition, % at 9.12 µM | actives 1.4% (n = 640,000); in the data active means inhibition above about 32%;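 further: 0% = median of test compound wells and 100% = reference inhibitor wells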
GPR151 activ – human GPR151 activation; Q8TDV0; PathHunter beta-arrestin GPR151 cells, luminescence; activation, % at 11.2 µM; actives 1% (n = 650,000); AID 1508602; in the data active means activation above about 4.9%;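 further: 0% = median of compound wells and 100% = cells with positive control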
FBW7 act – activators of human E3 ligase FBW7; AlphaScreen FBW7–phospho-cyclin E peptide binding, activator screen; actives 0.13% (n = 650,000); normalized activity (activation), % at 26.1 µM; in the data active means normalized activity above about 1.9%;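 further: purified mutant Fbw7 with reduced substrate affinity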
Target sequence (Q969H0 whole entry, looked up): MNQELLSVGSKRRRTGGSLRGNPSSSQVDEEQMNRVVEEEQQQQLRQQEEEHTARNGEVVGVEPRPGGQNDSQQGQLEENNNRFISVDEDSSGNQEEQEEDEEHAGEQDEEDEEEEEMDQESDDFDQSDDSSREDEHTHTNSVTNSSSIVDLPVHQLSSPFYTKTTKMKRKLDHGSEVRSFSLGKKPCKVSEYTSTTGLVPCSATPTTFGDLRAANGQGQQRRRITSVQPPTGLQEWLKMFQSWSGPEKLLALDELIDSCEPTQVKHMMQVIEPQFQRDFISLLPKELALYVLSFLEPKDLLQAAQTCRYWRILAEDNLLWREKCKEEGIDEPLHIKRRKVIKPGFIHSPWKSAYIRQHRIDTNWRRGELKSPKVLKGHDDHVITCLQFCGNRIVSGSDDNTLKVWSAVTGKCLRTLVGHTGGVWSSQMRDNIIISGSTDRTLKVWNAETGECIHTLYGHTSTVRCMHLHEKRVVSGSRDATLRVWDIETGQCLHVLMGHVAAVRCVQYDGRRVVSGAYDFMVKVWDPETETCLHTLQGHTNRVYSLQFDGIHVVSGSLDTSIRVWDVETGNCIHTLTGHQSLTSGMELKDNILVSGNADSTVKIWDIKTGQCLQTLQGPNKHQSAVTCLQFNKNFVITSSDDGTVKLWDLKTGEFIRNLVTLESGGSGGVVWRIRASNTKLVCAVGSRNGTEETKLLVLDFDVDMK
MITF primary – inhibitors of human MITF; O75030; AlphaScreen MITF homodimerization, bead proximity signal; actives 0.91% (n = 650,000); inhibition, % at 2.6 µM; in the data active means inhibition above about 50%;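 further: 0% = vehicle wells with protein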
Active calls of the source: *; & = joins results of further samples.

#	SMILES	TEAD-YAP block	GPR151 activ	FBW7 act	MITF primary
1	COc1cccc(CC(=O)N2CCCC(c3nc4sc(C)c(C)c4c(=O)[nH]3)C2)c1 (configuration not stated)	4	0.4	0.1	3
2	Cc1cc(C)n2c(SCCN3C(=O)c4ccccc4C3=O)nnc2n1	0	1.0	0.0	4
3	CCCCN1CCCC1CNC(=O)c1cc(C#N)c2ccccc2c1OC (configuration not stated)	10	-1.1&1.3	0.1&-0.1	-6&-4
4	CCOc1ccc(-n2c(SCC(=O)NC(C)(C)C)nnc2-c2ccccn2)cc1	-3	0.3	0.0	10
5	Cc1ccc(S(=O)(=O)N2CCC(n3c(C)nc4cc(F)ccc43)CC2)cc1	3	-0.2	0.0	27
6	COc1ccc(C2/C(=C(/O)c3ccc(Cl)cc3)C(=O)C(=O)N2CCN(C)C)cc1OC (configuration not stated)	4	0.5	-0.1	5
7	O/N=C(/c1ccccc1)c1ccccn1	-3	-0.9	0.0	16
8	CC(C)(C)C(=O)CSc1nnc(-c2ccncc2)o1	-21	-0.3	-0.1	-3
9	Cc1cc(-c2ccccc2)nc(Nc2nc(C)c3cc(C)c(C)cc3n2)n1	5	-0.5	-0.2	-3
10	COc1cc(OC)c2ccc(=O)oc2c1	5	-0.2	0.0	4
11	CC(C)CCN1CC[C@@H]2[C@H](CCCN2C(=O)Cc2ccc(N3CCNC3=O)cc2)C1	6	-0.7	0.0	-2
12	O=C(Nc1ccc(C(F)(F)F)cc1)c1cc(S(=O)(=O)N2CCc3ccccc32)ccc1F	-10	-0.5	0.1	-2
13	COCCNC(=O)CN1CCC2(CC1)NC(=O)c1ccccc1O2	2	-0.4	0.0	3
14	Cc1ccc(C(C)C)c(OCC(=O)Nc2ccc3nn(-c4ccccc4)nc3c2)c1	4	0.4	-0.1	16
15	Cc1sc(NC(=O)c2oc3ccccc3c2C)c(C#N)c1C	8	0.9	-0.2	-14
16	CCOC(=O)c1sc(NC(=O)CSc2nnc(CNC(=O)c3cccc(C)c3)n2C)c(C(=O)OCC)c1C	-24	-0.7	0.1	3
17	CN(C(=O)NC1CCCCC1)c1ccccc1	4	0.4	0.0	-8
18	CCC(C(=O)NCCN1CCOCC1)n1ncn2c(cc3occc32)c1=O (configuration not stated)	-3	-0.3	0.2	4
19	COc1ccc(CC(=O)Nc2c3c(nn2-c2cccc(C)c2C)CS(=O)(=O)C3)cc1OC	10	0.0	0.0	8
20	COc1cc(/C=C2\C(=O)Nc3ccccc32)cc(C)c1O	-15	0.6	0.0	-3
21	CCOc1cc(C(=O)N2CCCCCC2)cc(OCC)c1OCC	6	-1.2	0.1	-2
22	COc1ccccc1-c1coc2cc(O)cc(O)c2c1=O	-34	2.9	-0.1	-8
23	NS(=O)(=O)c1ccc(CCNC(=O)Cc2ccccc2[N+](=O)[O-])cc1	-2	0.9	0.0	1
24	COC(=O)c1c(N2C(N)=C(C#N)C(c3ccsc3)C3=C2CCCC3=O)sc2c1CCCC2 (configuration not stated)	5	2.1	0.1	12

Record cards (already shown).
Shown for `CCC(C(=O)NCCN1CCOCC1)n1ncn2c(cc3occc32)c1=O` (configuration not stated) : TEAD-YAP block = -3; GPR151 activ = -0.3; FBW7 act = 0.2; MITF primary = 4
Shown for `COc1ccc(C2/C(=C(/O)c3ccc(Cl)cc3)C(=O)C(=O)N2CCN(C)C)cc1OC` (configuration not stated) : TEAD-YAP block = 4; GPR151 activ = 0.5; FBW7 act = -0.1; MITF primary = 5
Shown for `COCCNC(=O)CN1CCC2(CC1)NC(=O)c1ccccc1O2` : TEAD-YAP block = 2; GPR151 activ = -0.4; FBW7 act = 0.0; MITF primary = 3

(cont.)
#	SMILES	TEAD-YAP block	GPR151 activ	FBW7 act	MITF primary
25	O=C(NCc1ccccc1Cl)C(=O)NCC1CCCO1 (configuration not stated)	-4	0.4	0.0	-1
26	CCC(=O)N1c2ccccc2NC2=C(C(=O)CC(C)(C)C2)C1c1ccc(-c2ccc([N+](=O)[O-])cc2)o1 (configuration not stated)	-8	0.9	-0.1	-7
27	COc1ccccc1C(=O)Nc1ccc2nc(N3CCOCC3)cc(C)c2c1	14	0.6	0.3	-1
28	CC(=O)Nc1ccccc1C(=O)C(=O)Nc1cccc(C)c1	10	-0.5	0.8	9
29	N#Cc1c(-c2ccccc2)cc(-c2cccs2)nc1SCC(=O)NCc1ccccc1	5	-1.0	0.1	9
30	COC(=O)C1=CNC=C(C(=O)OC)C1c1ccccc1C(F)(F)F	-10	-0.3	0.0	1
31	CCOC(=O)c1ccc(NC(=O)CN2C(=O)COc3ccc(Cl)cc32)cc1	8	0.2	-0.2	-6
32	CCOc1ccc(/C=N/Nc2ccc(Cl)nn2)cc1OC	-36	0.3	-0.1	-6
33	COC(=O)c1ccc(C(=O)OC)c(N=C(C)c2c(C)[nH]n(-c3nc4ccccc4s3)c2=O)c1	1	-9.5	-0.1	2
34	CCOC(=O)C1CCN(c2nc(-c3ccccn3)nc3c2CNCC3)CC1	1	0.2	-0.5	1
35	NC(CC(=O)O)c1cc(F)cc(F)c1 (configuration not stated)	4	-0.6	0.0	-6
36	CN(C)C(=O)c1cc(-c2cn[nH]c2)ccc1NC(=O)C1COc2ccc(F)cc2C1 (configuration not stated)	-2	-0.5	1.0	15
37	O=C(/C=C/Nc1ccccc1C(F)(F)F)c1cccs1	-17	-2.2	0.1	18
38	O=C1c2ccccc2/C(=C\c2ccccc2)N1Cc1ccc(Cl)cc1	11	1.5	0.0	13
39	COC(=O)N1CCN(CCNC(=O)c2cn(C)nn2)CC1	0	4.0	0.2	0
40	Cc1ccnc(NC(=O)CSc2nnc3c4ccccc4n(C)c3n2)c1	-5	-0.4	-0.1	-7
41	COc1cc(OC)nc(CCC(=O)NCCN2CCOCC2)n1	8	0.3	0.0	1
42	COc1ccc(/C=N/NC(=O)c2cc(Cl)ccc2O)cc1[N+](=O)[O-]	5	2.0	0.1	12
43	CC(=O)N1CCOc2cc(S(=O)(=O)Nc3c(C)cccc3C)c(Cl)cc21	-10	0.5	-0.1	2
44	CCONC(=O)c1cnc2scc(C)n2c1=O	-7	-0.8	0.8	8
45	Cc1ccc(S(=O)(=O)N(CC(=O)Nc2cccc([N+](=O)[O-])c2)C2CCCCC2)cc1	10	0.2	-0.7	-6
46	COc1ccc(NC(=O)CCC(=O)OCC(=O)c2ccc(OCc3ccccc3)cc2)cc1	-19	-2.9	0.2	9
47	COc1ccc(-c2cnc3c(N4CCN(C(=O)c5ccco5)CC4)nccn23)cc1	-21	3.6	0.1	17
48	O=C1CC(SCc2nc3ccccc3[nH]2)C(=O)N1c1cccc(Cl)c1 (configuration not stated)	11	-0.8	-0.3	-7

Screen by screen, as entered above.
Nos. 40 to 48 in MITF primary, in turn: -7, 1, 12, 2, 8, -6, 9, 17, -7
Nos. 40 to 48 in GPR151 activ, in turn: -0.4, 0.3, 2.0, 0.5, -0.8, 0.2, -2.9, 3.6, -0.8
Nos. 40 to 48 in TEAD-YAP block, in turn: -5, 8, 5, -10, -7, 10, -19, -21, 11

Continued:
#	SMILES	TEAD-YAP block	GPR151 activ	FBW7 act	MITF primary
49	CCCOc1cccc(C(=O)Nc2ccc(Cl)c(-c3nc4cc(C)c(C)cc4o3)c2)c1	1	3.7	-0.1	1
50	CC1=C(C(=O)OC(C)(C)C)C(c2ccccc2F)NC(=O)N1 (configuration not stated)	-11	-0.9	0.3	19
51	COc1ccc(CNC(=O)c2cc(S(=O)(=O)N3CCOCC3)ccc2F)cc1	7	-1.3	0.0	7
52	Oc1oc(-c2ccccc2)nc1C=NCc1ccccc1	-64	0.6	-0.4	-18
53	O=C(O)c1sc(=S)sc1C(=O)O	-7	-0.6	0.0	-16
54	COc1ccc(S(=O)(=O)NC(C)C(=O)Nc2ccccc2F)cc1 (configuration not stated)	1	-0.2	0.1	15
55	O=S(=O)(c1ccc(-c2csc(-c3ccccc3)n2)cc1)N1CCOCC1	10	1.5	0.0	1
56	O=C(Nc1ccc(NC(=O)c2cccs2)cc1)c1cccnc1	-13	1.2	-0.1	9
57	CCN(CC)c1ccc(/C=N/n2nnnc2N)c(OC)c1	29	0.2	0.1	3
58	CCCN(CCC)C(=O)CSc1nc2cc(C(=O)NCCOC)ccc2c(=O)n1Cc1ccco1	-2	-0.4	0.0	-2
59	CC(C)Oc1ccc(CN2CCN(C(C)C)C(CCO)C2)cc1CO (configuration not stated)	0	-0.9	0.0	-1
60	COC(=O)CSc1nn2c(=O)c(C)nnc2s1	-2	-4.0	-1.2	11
61	CC1=NN(c2ccc(Cl)cc2)C(=O)C1=CNc1ccc(-c2ccc(N/C=C3/C(=O)N(c4ccc(Cl)cc4)N=C3C)cc2)cc1	-3	-0.1	-0.2	-2
62	COC(=O)COc1ccc(/C=C2\SC(=Nc3ccc(F)cc3)NC2=O)cc1OC	1	0.9	0.3	14
63	COc1ccc(C(=O)NC(C)Cc2ccccn2)cc1OC1CCN(C(C)C)CC1 (configuration not stated)	-3	2.1	-0.1	-7
64	Cc1ccccc1-n1c(=O)cc(NCCCn2ccnc2)[nH]c1=O	0	14*	-0.3	8
65	CCC1(c2ccc(F)cc2)NC(=O)N(CC(=O)Nc2ccc(C(N)=O)cc2)C1=O (configuration not stated)	1	-1.8	0.0	2
66	COc1ccc(/C=C/C(=O)C(C)(C)O)cc1	-7	1.7	0.1	58*
67	CCOC(=O)c1c(NC(=S)NC(=O)c2oc3ccccc3c2C)sc2c1CCCC2	-12	-1.0	0.1	-30
68	CCCN(C1CCS(=O)(=O)C1)S(=O)(=O)c1ccc2ccccc2c1 (configuration not stated)	-3	0.6	0.0	11
69	CN(Cc1ccccc1)C(=O)c1nc2ccc(-c3cn[nH]c3)cc2s1	-10	5.9*	-0.2	3
70	O=C(O)CC1(CC(=O)NCc2ccncc2)CCCCC1	1	0.7	-0.2	4
71	O=C(Cc1cccc2ccccc12)Nc1cc(F)ccc1F	-12	-0.5	1.0	15
72	CCCCN(CCCC)C(=O)Cc1nnc(-c2cc(OC)c(OC)c(OC)c2)o1	11	-0.6	0.1	5
73	COc1cc(/C=C2/C(=N)N3N=C(C(C)C)SC3=NC2=O)ccc1OCCSc1ccc(Cl)cc1	6	-1.7	0.3	19
74	COc1ccccc1OCCOc1ccc(Cl)cc1C=O	-17	-0.9	-0.1	10
75	CCOC(=O)c1c(-c2ccc(C)o2)csc1NC(=O)COC(=O)c1ccc(CO)cc1	10	0.3	-0.2	-3
76	CC(C)Oc1ccccc1OCCn1c(-c2ccc(Cl)cc2)nc2ccccc2c1=O	-7	3.2	0.2	3
77	NC(=O)COc1ncnc2scc(-c3ccc(F)cc3)c12	-4	-1.4	0.0	8
78	Cc1ccc(/C(O)=C2/C(=O)C(=O)N(Cc3cccnc3)C2c2cccc(Br)c2)cc1 (configuration not stated)	-2	-1.1	0.0	-6
79	CC(C)(C)n1ncc2c(=O)n(CC(=O)N3CCCCC3)cnc21	-14	0.6	-0.1	-1
80	C=CCN1C(=O)SC(CC(=O)Nc2ccc(C)cc2[N+](=O)[O-])C1=O (configuration not stated)	2	1.1	0.1	17
81	CCc1ccc(OC(C)C(=O)N(Cc2ccccc2)C2CCS(=O)(=O)C2)cc1 (configuration not stated)	11	0.2	-0.1	3
82	Cc1cccc(C(=O)Oc2cc(C)[nH]c(=O)c2[N+](=O)[O-])c1	-3	0.0	0.2	-3
83	CCOC(=O)CN1N=C(c2ccccc2)CCC1=O	-2	1.9	0.1	-3
84	CCCSc1nnc(NC(=O)c2ccco2)s1	-29	-2.4	-0.1	4

Nothing new here: entries from further up.
#	SMILES	TEAD-YAP block	GPR151 activ	FBW7 act	MITF primary
83	CCOC(=O)CN1N=C(c2ccccc2)CCC1=O	-2	1.9	0.1	-3
84	CCCSc1nnc(NC(=O)c2ccco2)s1	-29	-2.4	-0.1	4

More entries
#	SMILES	TEAD-YAP block	GPR151 activ	FBW7 act	MITF primary
85	CC(c1ccon1)N(C)Cc1c(C(=O)N(C)CCc2ccccc2)nc2sccn12 (configuration not stated)	2	-0.1	0.1	-5
86	O=[N+]([O-])c1ccc(CSc2nnc3n(/N=C/c4ccc([N+](=O)[O-])cc4O)cnn23)cc1	6	-0.8	0.5	2
87	O=C1c2ccccc2C(=O)N1CN(C(=O)C(F)(F)F)c1ccc(I)cc1	9	-1.0	0.0	9
88	COC(=O)N1c2ccccc2Sc2ccccc21	2	0.0	0.2	4
89	O=C1OC(c2ccccc2Br)=N/C1=C\c1cccs1	-3	0.5	0.2	3
90	Cc1cc(NC(=O)CSc2nnc3ccc(-c4ccco4)nn23)no1	-7	1.8	-0.1	-6
91	O=C(Nc1ccon1)c1cc(-c2ccccc2)nc2ccccc12	23	-0.1	0.1	8
92	COc1ccc2nc(N3CCC(C(=O)NCCN(C)C)CC3)sc2c1	-25	-2.0	0.4	-5
